All columns: NCI-60 one-dose screen, growth in % after 48 h at 10 µM unless noted; 100 = growth as untreated, 0 = no growth, -100 = all killed.
DU-145 – DU-145 prostate cancer. 81,000 tested, 4.2% active
NCI/ADR-RES – NCI/ADR-RES ovarian cells; 81,000 tested, 4.4% active
IGROV1 – IGROV1 ovarian cancer; AID 1794786; 79,000 tested, 4.7% active
SK-OV-3 – SK-OV-3 ovarian cancer cells | 80,000 tested, 3.2% active
OVCAR-3 – OVCAR-3 ovarian cancer. AID 1794787. 79,000 tested, 7% active
OVCAR-8 – OVCAR-8 ovarian cancer; 81,000 tested, 4.4% active
OVCAR-4 – OVCAR-4 ovarian cancer cells; 80,000 tested, 3.7% active
OVCAR-5 – OVCAR-5 ovarian cancer. 82,000 tested, 2.9% active. AID 1794783
The depositor's hits bear a star; . = not tested or not shown. The calls were made as follows: active = growth percent below 10; inactive = the rest.

No.	canonical_smiles	DU-145	NCI/ADR-RES	IGROV1	SK-OV-3
1	O=C1c2ccccc2C(=O)c2c(N=Nc3c(O)[nH]c4ccc(Cl)cc34)cccc21	109.3	107.4	71.9	91.3
2	N#CC1=C(c2ccccc2)Nc2c(c(-c3ccc(Cl)cc3)nn2-c2ccccc2)C12C(=O)Nc1ccc(Cl)cc12 (stereo not drawn)	86.1	87.8	57.1	90.8
3	Cn1cc2c(c1)-c1ncncc1CC2	120.3	116.3	.	102.3
4	N/C(=N\c1nc(-c2ccccc2)cc(=O)[nH]1)Nc1ccccc1	111.7	89.4	97.2	110.8
5	CCOC(=O)c1ccc(Nc2nc(NN)nc(-c3ccc(F)cc3)c2C#N)cc1	112.6	110.2	108.6	115.8
6	Nc1ncnc2nc(Br)[nH]c12	101.7	97.1	106.4	95.2
7	Nc1nc2c(c(=O)[nH]1)C(c1ccc(Cl)cc1)C=C(C(=O)O)N2 (stereo not drawn)	109.3	102.9	120.2	109.9
8	Nc1nc(-c2ccccc2)c(N=Nc2cccc(Cl)c2)s1	103.6	90.1	62.2	94.9
9	Brc1cc(Br)c(/C=C/c2c(Br)cc(Br)cc2Br)c(Br)c1	114.7	112.5	78.7	103.0
10	CC1(C)CCC(=O)OC1=O	113.6	107.3	106.8	104.7
11	O=C(/C=C/c1cccc(F)c1)c1cccc(OCCCCOc2cccc(C(=O)/C=C/c3cccc(F)c3)c2)c1	107.1	105.9	103.1	109.3
12	Cc1c(C(N)=O)sc2ncn(CC(=O)NN=C3CCCCC3)c(=O)c12	111.2	100.2	134.8	110.3
13	CSc1ccc(NC(=O)c2ccc3nn(/C(C#N)=C/c4ccccn4)nc3c2)cc1	-100.0*	-35.7*	-87.4*	-2.8*
14	CC1(C)Oc2cc3oc(=O)ccc3cc2C[C@@H]1OS(C)(=O)=O	111.4	98.7	103.3	101.1
15	OB(O)c1ccsc1-c1nc2ccc3[nH]ncc3c2c2c1CCCC2	47.3	75.6	32.6	15.3

No.	OVCAR-3	OVCAR-8	OVCAR-4	OVCAR-5
1	98.7	95.8	105.1	116.7
2	88.1	84.0	87.8	82.6
3	115.5	108.9	109.7	109.3
4	100.1	88.8	104.7	99.9
5	102.7	112.2	98.3	99.5
6	105.5	92.8	102.2	99.8
7	118.7	117.0	109.4	104.3
8	101.5	78.7	84.8	97.2
9	112.3	101.2	.	103.4
10	124.6	104.7	.	103.4
11	105.0	104.0	105.9	99.1
12	107.0	109.7	109.6	103.6
13	-85.0*	-44.2*	-57.2*	-87.6*
14	111.2	101.6	104.9	112.6
15	85.2	66.2	72.3	92.1

Remaining list, next part
No.	canonical_smiles	DU-145	NCI/ADR-RES	IGROV1	SK-OV-3
16	O=[N+]([O-])c1cccc2[nH]ncc12	117.4	101.6	95.6	94.2
17	Cc1ccc(N)c([N+](=O)[O-])c1	115.0	110.0	115.0	111.4
18	O=C(N[C@@H](CO)[C@H](O)c1ccc([N+](=O)[O-])cc1)C(Cl)Cl	111.9	98.1	98.9	106.2
19	CC(=O)c1ccc(NC(=O)Cn2nc(-c3ccc(Cl)cc3)nc2N)cc1	109.7	106.2	107.5	77.2
20	Nc1nc2c(c(=O)[nH]1)C(c1ccc(F)cc1)C=C(C(=O)O)N2 (stereo not drawn)	106.6	101.0	106.2	112.3
21	CC(=O)NC1=CC2C(O)c3ccccc3N3C(=O)CO[C@]23C=C1 (stereo partly drawn)	107.9	103.5	105.8	107.4
22	c1cncc(-c2nc3cc4nc5ccccc5[nH]c4cc3n2)c1	104.8	102.0	96.6	87.8
23	Cc1cc(NCc2cn(-c3ccc(C(F)(F)F)cc3)nc2-c2ccc(C(=O)O)cc2)ccc1F	85.6	87.2	81.3	110.8
24	CCN(c1ccccc1)c1nc(Cl)nc2c1cnn2-c1ccccc1	106.0	107.0	102.3	104.7
25	CCOC(=O)c1ccc(C=O)[nH]1	121.7	111.9	95.0	97.5
26	COc1cc(-n2cc(COc3ncnc4sc5c(c34)CCCC5)nn2)cc(OC)c1OC	92.0	71.4	70.2	97.9
27	COc1ccc(Oc2nc(Nc3ccc(N4CCCCC4)nc3)ncc2NC(N)=O)cc1	104.6	115.0	109.4	118.1
28	S=C(Nc1ccccc1)Nc1cccc(NC(=S)Nc2ccccc2)c1	110.2	109.3	103.3	129.0
29	O=C(N/N=C/c1ccc(Br)cc1)c1ccc(-n2cc(-c3ccccc3)nn2)cc1	86.2	85.1	91.6	91.0
30	CCCCNC1(C#N)CCN(Cc2ccccc2)CC1	135.2	88.3	91.9	97.1

No.	OVCAR-3	OVCAR-8	OVCAR-4	OVCAR-5
16	101.2	99.5	102.7	105.7
17	108.9	104.5	116.2	102.0
18	118.0	100.7	97.2	100.1
19	116.4	84.9	119.3	114.2
20	112.2	107.8	112.1	96.1
21	105.5	99.0	115.6	117.4
22	99.5	89.4	88.3	113.6
23	72.5	77.1	87.3	106.0
24	105.8	103.4	101.5	114.2
25	114.3	105.1	109.9	111.6
26	88.3	76.0	65.0	90.4
27	108.8	106.1	97.3	101.9
28	106.1	96.0	106.6	104.9
29	110.7	79.0	98.7	110.4
30	131.8	96.4	103.3	88.9

Next part
No.	canonical_smiles	DU-145	NCI/ADR-RES	IGROV1	SK-OV-3
31	C=C(C)[C@@H]1CC[C@]2(C)[C@H](CC(=O)N[C@H]3[C@@H]4C[C@](C)(C(=O)OC)CC[C@]4(C)CC[C@]32C)[C@@]1(C)CCC#N	94.4	86.6	95.2	97.4
32	O=C1/C(=C\c2cccn2CCCCCCn2c3ccccc3c(=O)c3ccccc32)c2ccccc2N1c1c(Cl)cccc1Cl	113.2	103.5	90.6	97.4
33	CCNS(=O)(=O)c1ccccc1	111.3	105.4	126.2	108.3
34	Cn1c(C#N)ccc1-c1cccc(NC(=O)c2ccc(F)cc2)c1	94.5	96.4	93.0	99.9
35	NCC(=O)c1ccc2oc3ccccc3c2c1	105.0	114.3	106.6	112.2
36	COc1cc(-c2nc(-c3nnc(-c4ccc(C)cc4)o3)c3ccccn23)cc(OC)c1OC	84.1	54.2	76.9	103.4
37	CCOC(=O)c1sc(N)nc1-c1ccccc1	112.6	103.8	101.2	93.7
38	Cc1ccc2nc(COc3ccc(NC(=S)NCCc4ccccc4)cc3)[nH]c2c1	100.6	106.3	109.7	101.7
39	Cc1cccc(Nc2ncnc3oc(C)c(C(=O)NCCO)c23)c1	103.2	92.4	.	94.8
40	Nc1nc2c(c(=O)[nH]1)C1(C(=O)N(Cc3ccccc3)c3ccccc31)c1c(nc(N)[nH]c1=O)N2	99.9	101.3	101.0	.
41	O=C1c2ccccc2C(=O)C1(O)C1(O)C(=O)c2ccccc2C1=O	120.4	167.2	92.6	112.1
42	N#C/C(=C\c1ccc(Cl)o1)c1cc2ccccc2[nH]1	112.8	103.8	66.1	88.7
43	CCc1c(Nc2ccccc2Cl)nc(N)[nH]c1=O	109.5	103.2	113.4	.
44	O=C(NCCNC(=O)c1cc(S(=O)(=O)NCCc2ccccc2)c(O)c(O)c1O)c1cc(S(=O)(=O)NCCc2ccccc2)c(O)c(O)c1O	77.1	76.1	31.5	33.1
45	COc1ccc(C(=O)N2N=C(c3ccc(F)cc3)CC2c2cn(-c3ccccc3)nc2-c2ccccc2)cc1 (stereo not drawn)	57.5	34.9	85.0	62.0

No.	OVCAR-3	OVCAR-8	OVCAR-4	OVCAR-5
31	79.7	78.7	76.7	91.6
32	102.2	98.5	58.3	93.5
33	101.8	108.5	102.3	90.5
34	93.9	97.2	85.7	87.7
35	101.1	104.9	111.0	120.6
36	87.4	49.9	82.4	115.0
37	107.7	107.9	106.3	90.9
38	102.1	90.2	102.8	107.4
39	107.5	103.8	95.0	95.3
40	84.0	92.5	100.6	107.6
41	105.7	96.0	96.9	121.8
42	95.8	100.7	73.1	112.6
43	103.0	95.8	105.4	88.8
44	19.7	40.2	62.3	82.3
45	45.8	39.4	68.2	95.6

Quoted at random: 3 entries already listed
No.	canonical_smiles	DU-145	NCI/ADR-RES	IGROV1	SK-OV-3
35	NCC(=O)c1ccc2oc3ccccc3c2c1	105.0	114.3	106.6	112.2
39	Cc1cccc(Nc2ncnc3oc(C)c(C(=O)NCCO)c23)c1	103.2	92.4	.	94.8
33	CCNS(=O)(=O)c1ccccc1	111.3	105.4	126.2	108.3

No.	OVCAR-3	OVCAR-8	OVCAR-4	OVCAR-5
35	101.1	104.9	111.0	120.6
39	107.5	103.8	95.0	95.3
33	101.8	108.5	102.3	90.5

Profiles, looked up by structure. Order of screens: DU-145 | NCI/ADR-RES | IGROV1 | SK-OV-3 | OVCAR-3 | OVCAR-8 | OVCAR-4 | OVCAR-5
Nc1nc2c(c(=O)[nH]1)C1(C(=O)N(Cc3ccccc3)c3ccccc31)c1c(nc(N)[nH]c1=O)N2 is listed with 99.9 | 101.3 | 101.0 | . | 84.0 | 92.5 | 100.6 | 107.6
O=C(NCCNC(=O)c1cc(S(=O)(=O)NCCc2ccccc2)c(O)c(O)c1O)c1cc(S(=O)(=O)NCCc2ccccc2)c(O)c(O)c1O is listed with 77.1 | 76.1 | 31.5 | 33.1 | 19.7 | 40.2 | 62.3 | 82.3
COc1ccc(C(=O)N2N=C(c3ccc(F)cc3)CC2c2cn(-c3ccccc3)nc2-c2ccccc2)cc1 (stereo not drawn) is listed with 57.5 | 34.9 | 85.0 | 62.0 | 45.8 | 39.4 | 68.2 | 95.6

A few values from the list:
Value for Nc1nc2c(c(=O)[nH]1)C(c1ccc(Cl)cc1)C=C(C(=O)O)N2 (stereo not drawn) under NCI/ADR-RES: 102.9
Value for O=C(/C=C/c1cccc(F)c1)c1cccc(OCCCCOc2cccc(C(=O)/C=C/c3cccc(F)c3)c2)c1 under NCI/ADR-RES: 105.9

Carrying on:
No.	canonical_smiles	DU-145	NCI/ADR-RES	IGROV1	SK-OV-3
46	CC1(C(=O)c2ccccc2)OC1c1ccccc1 (stereo not drawn)	117.9	85.2	112.0	104.3
47	O=C(O)c1ccc(-c2cccc(Oc3ccc4nnc(Cl)n4n3)c2)cc1	107.1	102.3	97.0	104.6
48	COc1cc(/C=N/N=C2\C(=O)Nc3ccc(F)cc32)ccc1F	103.9	95.9	80.9	104.9
49	COc1ccc(-c2cc(=O)oc3cc(O)ccc23)cc1	103.3	90.2	93.7	124.2
50	Cc1cccc(C)c1[N+](=O)[O-]	102.3	111.3	107.6	113.8
51	COc1ccc(CSc2nc3cc(OC)c(OC)cc3c(=O)n2-c2ccc(Cl)cc2)cc1	108.5	101.5	104.4	105.1
52	Cn1c(=O)c2[nH]c(Cc3ccc4c(c3)OCO4)nc2n(C)c1=O	115.1	106.8	105.5	107.0
53	O=S(=O)(NCCCNc1nccc(-c2[nH]c(-c3ccccc3)nc2-c2ccc(Cl)c(O)c2)n1)c1cccc2ccccc12	27.6	34.6	28.7	68.5
54	C#CCOc1ccccc1C(OC(=O)c1ccc(Cl)cc1Cl)C(=O)NC(C)(C)C(C)(C)C (stereo not drawn)	96.9	80.0	65.7	92.6
55	O=Cc1c[nH]c2ccc(NC(=O)OCc3ccccc3)cc12	113.3	96.3	32.4	97.6
56	O=c1cc(-c2ccco2)oc2ccccc12	107.3	106.0	125.2	116.0
57	C/C(=N/NC(=O)Cn1c2ccccc2c2ccncc21)c1cccs1	108.0	101.2	90.6	101.9
58	CN1C(=S)N(c2ccccc2)C2NC(=O)N(/N=C/C=C/c3ccccc3[N+](=O)[O-])C21 (stereo not drawn)	98.4	72.2	81.4	105.1
59	O=C1/C(=C/c2ccc(Cl)cc2)SC(=S)N1CCc1ccc(O)cc1	50.2	98.5	14.6	90.9
60	Cc1[nH]c(C2CC(c3ccccc3)=NN2C)c(C)c1C(=O)O (stereo not drawn)	106.9	101.8	94.4	108.1

No.	OVCAR-3	OVCAR-8	OVCAR-4	OVCAR-5
46	103.3	106.4	77.9	79.6
47	.	100.7	114.7	95.5
48	101.2	100.0	92.9	102.2
49	94.9	79.8	92.3	98.7
50	105.0	103.6	105.4	107.5
51	102.9	98.7	102.9	94.2
52	103.8	104.7	88.2	90.5
53	18.7	27.1	56.9	67.1
54	89.9	88.5	82.7	82.3
55	123.2	102.6	104.4	97.5
56	126.1	107.9	108.3	112.3
57	102.6	92.8	99.8	112.2
58	.	89.6	88.7	93.2
59	98.2	97.6	58.4	103.6
60	115.3	97.3	103.7	99.5

Compound activity from PubChem BioAssay.
